# TRPM1 prom inh: MITF TRPM1 promoter inhibition in SK-MEL-5 cells; hit rate 0.83% among 330,000; SK-MEL-5 TRPM1 promoter luciferase, 24 h; inhibition, % at 12.5 µM;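 active = mean inhibition across replicates of 60% or more, whatever share of single replicates reaches that level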; also: values of inactives mirror those of a sister screen read the other way
# Peg3 promoter: inhibitors of Peg3 promoter | hit rate 1.7% among 360,000 | AID 588405 | HeLa PEG-Prom luciferase reporter, luminescence, overnight | inhibition, % at 20 µM;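 active = inhibition of at least 50% at 20 µM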
# CaV13 FRET inh: Disruptors of the CACNA1D IQ motif to Ca2+-dependent inactivation inhibitor domain association, primary screening, Förster resonance energy transfer in intact living … | HEK cells, CFP/YFP FRET ICDI-IQ, plate reader, 10 min; percent FRET-ratio fall versus neutral wells | inhibition, % at 12.3 µM | hit rate 0.098% among 340,000;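 active = mean replicate inhibition of at least 30% and at least 1% of replicates passing that level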;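 also: 0% = median of the neutral control wells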
# CF NFkB inh: blocks PAF-induced NF-kB reporter in cystic fibrosis cells; inhibition, % at 5 µM; hit rate 0.86% among 360,000; KKLEB NF-kB-GFP reporter, GFP fluorescence overnight;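 active = at least 50% inhibition at 5 µM, scaled per plate between neutral and stimulator controls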;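 also: PAF is a Pseudomonas aeruginosa culture filtrate used as stimulus; plate controls were PAF-stimulated DMSO wells for no effect and unstimulated DMSO wells for full effect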
# HIF-2a block: HIF-2a inhibition; inhibition, % at 18.8 µM; 786-0 RCC cells HIF-2a reporter, luciferase luminescence, overnight; hit rate 0.72% among 360,000; AID 624352;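 active = inhibition of the luminescence signal of 40% or more relative to plate controls, in a single-dose primary screen at 18.75 µM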
# NR2E3 ag-1: NR2E3 (human) agonism; Q9Y5X4; GST-NR2E3/biotin-RetCOR TR-FRET, 1536-well; inhibition of corepressor binding, % at 4.78 µM; hit rate 0.12% among 320,000; AID 2300;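 active = percent inhibition above the cutoff of mean plus 3 SD of all tested compounds, set per screening campaign, cut at about 20% in these data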;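 also: 0% = DMSO wells and 100% = biotin wells as full block of FRET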
# Target sequence (Q9Y5X4 whole entry, looked up): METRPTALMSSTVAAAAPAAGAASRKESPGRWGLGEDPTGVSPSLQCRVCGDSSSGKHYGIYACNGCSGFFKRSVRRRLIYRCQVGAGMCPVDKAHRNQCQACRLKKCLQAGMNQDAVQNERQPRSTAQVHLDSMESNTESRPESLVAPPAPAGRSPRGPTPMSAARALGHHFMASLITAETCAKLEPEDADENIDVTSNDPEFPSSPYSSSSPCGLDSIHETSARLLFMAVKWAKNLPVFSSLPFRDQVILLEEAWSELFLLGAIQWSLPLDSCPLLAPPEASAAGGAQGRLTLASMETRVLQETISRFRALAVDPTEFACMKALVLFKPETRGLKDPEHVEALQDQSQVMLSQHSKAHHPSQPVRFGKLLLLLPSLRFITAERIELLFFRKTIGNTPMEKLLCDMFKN
#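 system = GST-tagged NR2E3 plus biotinylated RetCOR corepressor | input = 1.35 nM GST-NR2E3 | also added = 7 nM biotin-RetCOR | schedule = 5 h incubation at 4 °C | measured by = TR-FRET with europium anti-GST and streptavidin-D2, 340 nm excitation | read-out = percent loss of FRET ratio relative to control wells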
# Shn3 inh set2: inhibitors of Schnurri-3 3'UTR reporter in osteoblasts; Clone20 osteoblast Shn3 3'UTR firefly luciferase, 24 h; inhibition, % at 12.5 µM; hit rate 0.52% among 360,000;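 active = mean inhibition of at least 75% with every replicate also reaching 75%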;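 also: 0% = median of neutral control wells and 100% = pilot-screen positive control compound; some compounds past the cut are filed as inactive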
# PDI inh: PDI (human) enzyme inhibition | P07237 | PDI insulin aggregation turbidity, A650, 90 min | inhibition, % at 10 µM | hit rate 0.052% among 350,000 | AID 588391;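 active = mean inhibition across replicates of 30% or more, whatever share of single replicates reach that level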;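 also: absorbance from insulin aggregation driven by PDI reduction with DTT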
# Target sequence (P07237 whole entry, looked up): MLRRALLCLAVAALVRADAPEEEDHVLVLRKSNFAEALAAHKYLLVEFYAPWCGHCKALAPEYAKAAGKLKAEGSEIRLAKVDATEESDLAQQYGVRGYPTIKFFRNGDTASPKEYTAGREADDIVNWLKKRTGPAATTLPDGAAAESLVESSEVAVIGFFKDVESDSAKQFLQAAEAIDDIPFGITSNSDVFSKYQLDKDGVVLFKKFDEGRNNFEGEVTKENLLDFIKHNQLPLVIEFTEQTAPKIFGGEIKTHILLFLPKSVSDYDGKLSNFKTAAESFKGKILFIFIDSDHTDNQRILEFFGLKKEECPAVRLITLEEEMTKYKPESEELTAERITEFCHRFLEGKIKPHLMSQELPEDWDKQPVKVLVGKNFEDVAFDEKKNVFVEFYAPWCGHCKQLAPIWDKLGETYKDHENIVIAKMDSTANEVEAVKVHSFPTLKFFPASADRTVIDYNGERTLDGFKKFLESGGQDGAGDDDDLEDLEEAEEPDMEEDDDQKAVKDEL
# Vif inh: blocks HIV Vif function; inhibition, % at 7.49 µM; hit rate 0.35% among 340,000; HEK293T cells, Vif self-association by quenched fluorescence, imaging, 24 h; in the data active = inhibition above about 50%, passing the limit was not always enough; also: some results filed as inactive read as strong as hits
# KKLEB cytotox: reduces viability of KKLEB cystic fibrosis airway cells; hit rate 0.36% among 360,000; KKLEB CF airway cells viability, ATPlite luminescence, overnight; hits give low values; cells stimulated with P. aeruginosa culture filtrate; activity change (cytotoxicity), % at 5 µM; AID 602141;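 active = corrected activity change at or below -50% at 5 µM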
# NR2E3 ag-2: agonists of human NR2E3 nuclear receptor; Q9Y5X4; CHO-S Gal4-NCOR/VP16-NR2E3 two-hybrid, luciferase; inhibition of corepressor binding, % at 3.98 µM; hit rate 0.35% among 360,000; AID 602229;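 active = inhibition above the mean of all tested compounds plus 3 SD, cut at about 70% in these data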;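 also: 0% = DMSO with NR2E3 transfected cells and 100% = cells lacking NR2E3 construct; higher means lower luciferase signal from less NR2E3 corepressor binding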
# Active calls of the source: *; / = not tested or not shown. Outcome played no part in choosing rows; any-hit rate near 3.3%.
SMILES,TRPM1 prom inh,Peg3 promoter,CaV13 FRET inh,CF NFkB inh,HIF-2a block,NR2E3 ag-1,Shn3 inh set2,PDI inh,Vif inh,KKLEB cytotox,NR2E3 ag-2
CC(CCc1ccccc1)NC(=O)COC(=O)CC1CC2CCC1C2 (configuration not stated),12,-15,-5,8,8,-1,-10,6,-6,-6,-10
CCOC(=O)c1c(NC(=O)Cn2nc([N+](=O)[O-])c(Br)c2C)sc2c1CCC(C)C2 (configuration not stated),4,12,/,13,9,-2,11,0,-6,-8,8
COC(=O)/C(=C\c1ccc([N+](=O)[O-])o1)NC(=O)c1ccccc1,51,-2,-3,14,2,1,-2,2,4,8,7
CC(=O)Nc1cccc(OCCOc2cccc([N+](=O)[O-])c2)c1,0,-45,-5,-1,-91,/,8,5,-4,-5,1
OC(c1ccccc1)c1nccn1Cc1ccccc1 (configuration not stated),-6,15,-4,-14,6,-1,4,-3,-12,2,-1
O=C(Cc1cccc2ccccc12)N1CC[C@@]2(O)CCCC[C@H]2C1,11,20,-5,-7,12,0,-22,-3,-15,-4,-25
Oc1ccccc1CNc1ccc(OC(F)(F)F)cc1,-35,-208,-3,0,-88,3,21,4,0,6,-22
COC(=O)c1cc(S(=O)(=O)NCC2CCN(Cc3ccccc3F)CC2)c[nH]1,5,1,-2,0,1,0,-56,-7,-6,1,-33
COc1ccccc1CNc1nc(Nc2ccccc2Cl)c2sccc2n1,/,-1,-6,37,-4,/,82,6,/,-21,65
CC1=NNC(=O)C1CC(=O)N/N=C(\C)c1ccco1 (configuration not stated),-8,-6,-3,2,15,1,14,-5,1,14,-10
O=C(O)c1cccc(Cn2cc(Br)cn2)c1,3,-2,/,-6,16,0,-9,-12,2,-8,-24
Cc1cccn2c(=O)c(/C=C(\C#N)C(=O)NC3CCS(=O)(=O)C3)c(Oc3ccc(F)cc3)nc12 (configuration not stated),26,-2,-5,10,31,1,-48,-5,-9,12,0
Cc1nnc(SCC(=O)NC2CCCC(C)C2C)n1N (configuration not stated),0,6,-5,-15,13,/,1,-5,6,4,-10
COc1cc(C(=O)NC(=S)NCc2ccco2)cc(OC)c1OC,10,-3,-3,-10,-11,1,9,0,-15,4,-11
Fc1ccc(-c2[nH]ncc2CN2CCN(c3ccc(F)cc3)CC2)cc1,14,13,-5,14,19,0,2,12,-3,-4,-5
Nc1ccccc1C(=O)NCCCN1CCOCC1,6,7,-19,-6,3,0,8,-1,-5,10,-29
Cc1ccc(NC2=Nc3ccccc3CS2)cc1,1,-125,/,-24,-113,2,-55,-5,-8,-18,-134
O=C(NCCC1CCCCN1S(=O)(=O)c1ccc(Cl)cc1)C(=O)NCc1cccnc1 (configuration not stated),2,11,-14,-5,25,0,-4,-2,-8,4,-10
O=C(CSc1ncccn1)N/N=C/c1cccc([N+](=O)[O-])c1,-8,-8,-5,-11,-8,3,-14,-2,2,7,-14
C=CC[C@]12CCc3ccccc3C1N(c1ccc(C(=O)OCC)cc1)C2=O (some centres not stated),-11,1,-4,35,10,-2,26,-8,-5,-8,3
COc1ccc(N=Cc2c(O)c3ccccc3oc2=O)cc1,8,-37,-15,20,-122,-1,-10,-15,-15,7,-31
COc1ccccc1NC(=O)COc1ccc(C(=O)OCC(=O)NC(C)(C)C)cc1OC,1,29,3,7,8,-5,16,0,-5,-2,-10
O=C(NCCc1ccccc1)c1ccc(CS(=O)Cc2cccc(Cl)c2)o1 (configuration not stated),7,12,-3,10,2,0,-7,2,-5,8,15
CC(C)(C)OC(=O)C[C@H]1C/C=C\C[C@H](CC(=O)NCCO)C(=O)N2CCC[C@@H]2COC1=O,2,-27,-11,-5,-3,/,-8,-4,-2,-8,-7
COc1ccc(C)cc1NC(=O)Nn1cnnc1,-8,2,-4,-12,22,-3,-1,-1,-4,-10,-21
Cc1cnc(C(=O)OCC(=O)c2ccc(-c3ccccc3)cc2)cn1,5,-9,-5,6,6,1,-3,5,0,16,-76
Cc1oc(C(C)(C)C)cc1C(=O)NC1CCN(Cc2ccccc2)CC1,-1,9,-19,12,6,-2,-2,1,5,-4,5
O=C(NCCc1ccccc1)C1CC1,-14,-19,-7,-4,-15,1,-13,10,2,4,-18
CN(C)c1nc(SCC(=O)Nc2ccccc2)nc(N2CCOCC2)n1,-5,2,-7,4,13,1,23,1,-4,8,-3
CCn1ncc(Br)c1C(=O)Nc1nccs1,0,16,-5,16,7,-1,10,3,-5,-1,2
CCOc1ccc(S(=O)(=O)N2CCOCC2)cc1NC(=O)CN1C(=O)NC2(CCCCC2)C1=O,-5,11,-5,27,11,3,11,11,-1,-3,-6
Cc1cc[n+](CC(=O)Nc2cc(C(F)(F)F)ccc2Cl)cc1,-10,6,/,-7,-2,3,-12,-3,4,-5,-12
O=c1[nH]c(/C=C/c2ccc(OC(F)F)cc2)nc2c1cnn2-c1ccccc1,-4,8,-6,-6,12,2,10,-12,-4,-33,0
O=C(COC(=O)c1ccc[nH]c1=O)NC1CCCc2ccccc21 (configuration not stated),-2,4,-4,-5,16,-1,5,2,0,5,-1
Cc1c(C(=O)Nc2nnc(SCc3ccccc3Cl)s2)cccc1[N+](=O)[O-],-5,3,-1,22,8,0,21,-4,-2,-22,-10
Cc1nc2c(Br)c3nc(C(F)(F)F)[nH]c3c(Br)c2[nH]1,4,11,/,-10,5,-1,-9,-1,10,1,6
Cc1ccc(CNc2ccc(S(=O)(=O)N3CCOCC3)cc2[N+](=O)[O-])cc1,-15,15,-6,4,14,3,12,-2,-2,1,-13
O=C(CSc1nc2ccc(NC(=O)CSc3nnnn3-c3ccccc3)cc2s1)Nc1ccccc1,8,35,-5,61*,-7,3,20,-3,-2,-65*,11
Cc1ccc(NC(=O)NCC(c2ccccc2)N(C)C)cc1 (configuration not stated),2,-90,-19,-12,-145,0,-8,-3,-6,12,-26
CN(C)/C=C/C(=O)/C=C/c1ccc(Cl)cc1,-50,-152,-4,23,-177,8,-31,17,0,-9,-18
CCOC(=O)c1cnn(Cc2ccccc2)c1N,-7,0,-9,-9,1,3,18,-5,2,-2,-3
CC1Cc2ccccc2N1Cc1nc2cc(C(F)(F)F)ccc2c(=O)[nH]1 (configuration not stated),5,1,-2,-3,6,1,4,-6,/,-9,-14
CCC1CCCCN1S(=O)(=O)c1ccc(NC(=O)CSc2ncccc2C(=O)O)cc1 (configuration not stated),7,4,/,15,11,-3,-3,-7,-11,-9,-11
COc1ccc(OCCNC2CCCC2)cc1,-1,2,-16,-9,-8,2,-111,-8,-7,-7,1
CCCn1c(=O)c2c(C(=O)OCC)cc(-c3ccco3)nc2n(CCC)c1=O,-24,4,-6,7,4,/,-1,-2,/,-13,1
O=C(NCc1ccco1)C(=O)N1CCCC1,11,0,4,-1,8,0,4,-6,0,1,4
CCOc1ccc(NS(=O)(=O)c2ccc(NS(=O)(=O)c3ccc(SC)cc3)cc2)cc1,-7,-4,-6,11,13,7,-6,4,-8,-36,5
CC1=CC(=O)C=C(C)C1=NOc1ccc([N+](=O)[O-])cc1,11,-2,-4,-3,7,1,3,-2,-2,-18,-13
Cn1c(NC(=O)/C=C/c2ccco2)cc(=O)n(C)c1=O,-26,-73,-3,-22,-87,3,-34,6,1,2,-8
O=S(Cc1cc(Oc2ccccc2)nc(-c2ccccc2)n1)c1ccccc1 (configuration not stated),3,5,-6,11,20,1,-6,3,10,2,-57
COc1ccc(-c2nc(CN3CCC(C(=O)NC4CCCc5ccccc54)CC3)c(C)o2)cc1OC (configuration not stated),3,12,-5,-12,6,/,-7,2,2,3,-1
COc1ccccc1/C=N/NC(=O)C(=O)N1CCN(c2ccccc2OC)CC1,1,10,-4,11,20,6,-6,13,1,-4,-6
CCOC(=O)C1CCN(C(=O)c2cn(C)c(=O)c3cc(OC)c(OC)cc23)CC1,-2,3,-5,-7,6,-2,-9,4,-6,-8,-5
CN1C(=O)NC(NC(=O)c2cccs2)(C(F)(F)F)C1=O (configuration not stated),-12,6,-4,14,23,-2,2,-4,-11,0,-17
O=C1c2ccccc2C(=O)N1CCCOCc1c[nH]c(=O)[nH]c1=O,1,2,-5,19,13,1,-10,-3,6,-12,9
O=C(NCC(F)(F)F)c1[nH]c(C(F)(F)F)nc1-c1ccccc1,/,7,-3,-28,20,/,-2,/,-7,4,-1
O=C1OCCC1Sc1nc2ccccc2n1Cc1ccccc1 (configuration not stated),5,9,/,-6,14,8,-8,-6,-1,-3,-10
Cn1c(=Nc2ccccc2)sc2ccccc21,-40,-120,-7,8,-170,1,-15,1,-5,4,-8
O=C(NNC(=S)Nc1ccccc1)c1ccc(O)cc1,-80,-247,-2,10,-275,4,0,7,-5,-11,-105
O=C(Nc1ccc2c(c1)OCCO2)C1CCN(S(=O)(=O)Cc2ccccc2)CC1,2,4,-5,-1,14,-1,10,-2,-9,-13,15

# (continued)
SMILES,TRPM1 prom inh,Peg3 promoter,CaV13 FRET inh,CF NFkB inh,HIF-2a block,NR2E3 ag-1,Shn3 inh set2,PDI inh,Vif inh,KKLEB cytotox,NR2E3 ag-2
C=CCC1(Cl)C(=O)C(Cl)=C(N2CCOCC2)C1(OC)OC (configuration not stated),-6,5,-19,2,11,0,15,3,-4,4,-6
Cn1c(CNC(=O)c2ccc(Cl)c(Cl)c2)nnc1SCC(=O)Nc1sc2c(c1C#N)CCCC2,4,-8,-4,20,-2,2,21,-2,19,-34,-17
OCCN1CCN(c2nc(-c3ccccc3O)nc3ccccc23)CC1,1,10,-5,12,2,1,0,-4,-8,-7,7
FCCCOc1ccc(-c2nccc(-c3ccc(F)cc3)n2)cc1,-19,-36,-2,-4,-90,0,-5,6,-7,-3,-62
N#Cc1ccc(CN2C=NS(=O)(=O)c3ccccc32)cc1,-2,7,-21,-8,17,1,-15,18,-1,10,4
O=C(NCc1cc(C(F)(F)F)ccc1F)C1CCC(=O)N(C2CCCCCC2)C1 (configuration not stated),-12,-4,2,-4,-25,-3,17,8,-4,-5,-15
COc1cccc(C(N)c2nc(-c3csc4ccccc34)cs2)c1 (configuration not stated),/,-138,/,6,-189,/,-48,-5,6,-2,-26

# Whole records, quoted from the list:
# Fc1ccc(-c2[nH]ncc2CN2CCN(c3ccc(F)cc3)CC2)cc1 as listed: TRPM1 prom inh: 14; Peg3 promoter: 13; CaV13 FRET inh: -5; CF NFkB inh: 14; HIF-2a block: 19; NR2E3 ag-1: 0; Shn3 inh set2: 2; PDI inh: 12; Vif inh: -3; KKLEB cytotox: -4; NR2E3 ag-2: -5
# Cc1ccc(NC2=Nc3ccccc3CS2)cc1 as listed: TRPM1 prom inh: 1; Peg3 promoter: -125; CaV13 FRET inh: /; CF NFkB inh: -24; HIF-2a block: -113; NR2E3 ag-1: 2; Shn3 inh set2: -55; PDI inh: -5; Vif inh: -8; KKLEB cytotox: -18; NR2E3 ag-2: -134

# Compound activity from PubChem BioAssay.
